Screening data: PubChem BioAssay, NCI
NCI-60 one-dose screen, 48 h, at 10 µM unless noted. Numbers give growth in % (100 = growth as untreated, 0 = no growth, -100 = all killed).
HL-60(TB): HL-60(TB) leukemia cells. hit rate 9% among 78,000; active = growth percent below 10
The depositor's hits bear a star; & = joins results of further samples. Some of the compounds tested; the hit share may differ from the screen's.

smiles,HL-60(TB)
COc1ccc(C2C(C#N)=C(N)Oc3n[nH]c(-c4cccs4)c32)cc1Br (stereo unspecified),59
COc1cc(-c2nc(-c3nnc(-c4ccc(OC(F)(F)F)cc4)o3)c3ccccn23)cc(OC)c1OC,64
CCCCCCCCCCCCCCCCCC1=NCCCN1CCO,106
c1ccc(-c2nnc(Cn3cnnc3)o2)cc1,91
N#Cc1c(N)nc2c(c1N)C(Sc1ccc(Br)cc1)c1ccc(O)cc1O2 (stereo unspecified),82
CN(/C(N)=N/N=C(c1ccccn1)c1ccccn1)C1CCCCC1,92
Cc1ccc(-c2nn(-c3ccccc3)cc2/C=C/C(=O)n2cnc3ccccc32)cc1,112
CN(C[C@@H]1COCCO1)S(=O)(=O)Nc1ccc2ccc3ncc(-c4cnn(C)c4)cc3c(=O)c2c1,48
N#C/C(=C\c1ccc(C(F)(F)F)cc1)C(=O)Nc1sc2c(c1C#N)CCCC2,103
O=C(O)c1cc(=O)cc(C(=O)O)o1,90
O=C1/C(=C/c2ccccc2)SC(=NC2CCCCC2)N1Nc1ccccc1,53
CC(C)(C)c1ccc(NCc2cn(-c3ccc(C(=O)O)cc3)nc2-c2ccccc2)cc1,90
O=C(COc1ccc(NC(=O)Nc2ccccc2)cc1)N=Nc1c(O)[nH]c2ccc([N+](=O)[O-])cc12,23
CCOC(=O)C(C(=O)OCC)(C1CCCCCC1)N1CCCCC1,90
CCOC(=O)c1c(C)nc2c(c1N)CC(=O)N2Cc1ccccc1,103
CC(=O)Oc1ccc(CC(C(=O)O)c2ccccc2)cc1 (stereo unspecified),95
CCCCC(S(=O)(=O)CC)S(=O)(=O)CC,101
Nc1ccccc1-c1ccccc1,103
O=C1C(Cl)=C(Cl)C(=C2C(Cl)=C(Cl)C(=O)C(Cl)=C2Cl)C(Cl)=C1Cl,105
CCOC(=O)c1cccc(NC(=O)CN2CCOCC2)c1,82
CCCCCCCCCCNc1nc(N)nc(Nc2ccc(C)cc2)n1,102
CCCCNc1nc(SC)nc(-c2cccc(N)c2)c1C#N,106
CC(=O)OCCc1ccc(CCc2ccccc2)cc1,96
CC1=C2CC/C(C)=C/CC[C@]3(C)O[C@H]3CC/C(C)=C/[C@@H]2OC1=O,98
Oc1ccc(/C=N/c2n[nH]c(-c3ccccc3)n2)c(O)c1O,93
COc1ccc(-c2nnc(CNc3ccc(F)cc3)o2)cc1OC,85
COc1ccc(C2CC(c3cccc(OC)c3)=NN2C(=O)c2cc(OC)c(OC)c(OC)c2)cc1 (stereo unspecified),-44*
Oc1[nH]c2ccc(Cl)cc2c1/C=c1/ccc2c(c1)N=C(c1cc(F)cc(F)c1)N=2,70
Nc1ncnc2c1ccn2-c1cccc(NC(=O)c2cccc(C(F)(F)F)c2)c1,104
Clc1ccc2c(NCCCNCc3ccc4c(c3)OCO4)ccnc2c1,76
C#Cc1ccc(-n2c(/C=C/c3ccc(O)c(OC)c3)nc3ncccc3c2=O)cc1,85
COc1cc(-c2nc(-c3ccccc3)[nH]c2-c2ccnc(NCCCNS(=O)(=O)c3cccc(F)c3)n2)ccc1Cl,55
Nc1cc2ccccc2c(=O)n1NC(=O)c1ccc(F)cc1,86
CCCCCCC1=CC(=O)CC(=O)C1,116
CC1=NN(c2cccc(Cl)c2)C(=O)/C1=C\c1cn(Cc2ccccc2)c2ccccc12,100
CC(C)(C(=O)O)c1ccccc1,58&102
CCCCCCCC/C=C\CCCCCCCC(=O)OCCCCCCCCCCCCCC,111
O=C(c1ccc(-c2ccccc2)cc1)c1cccc(Br)c1,83
Cc1c(C(=O)N[C@@H](Cc2ccccc2)C(=O)C(=O)NCc2ccccc2)[nH]c2ccccc2c1=O,103
O=C1NC(c2ccccc2)C(c2ccccc2)N1 (stereo unspecified),76
O=C1/C(=C/c2ccc(N3CCCC3)cc2)Cc2cc3c(cc21)OCO3,104
CC[C@H](C)[C@H](NC(=O)[C@@H](N)CCC(N)=O)C(=O)N[C@@H](Cc1ccc(O)cc1)C(=O)N[C@@H](CCCCN)C(=O)N[C@@H](CCCCN)C(=O)N[C@@H](Cc1ccc(O)cc1)C(=O)N[C@@H](CCCNC(=N)N)C(=O)N[C@H](C(=O)N[C@@H](Cc1c[nH]c2ccccc12)C(=O)N[C@@H](Cc1ccc(O)cc1)C(=O)N[C@@H](CCCNC(=N)N)C(=O)N[C@@H](CCCCN)C(=O)N[C@@H](C)C(=O)N[C@@H](Cc1c[nH]c2ccccc12)C(=O)N[C@@H](CCCCN)C(=O)N[C@H](C(=O)N[C@@H](CC(C)C)C(=O)NCC(=O)N[C@@H](CCCCN)C(=O)N[C@H](C(N)=O)C(C)C)C(C)C)[C@@H](C)O,14
CC(C)=CCC[C@](C)(O)[C@H]1CC[C@]2(C)[C@@H]1CC[C@@H]1[C@@]3(C)C/C(=C/c4cccnc4)C(=O)C(C)(C)[C@@H]3CC[C@]12C,91
O=C1NC(=O)C(Cn2cnc3ccccc32)C(=O)N1,111
CCC(CC)(c1ccccc1)C(O)c1ccccc1 (stereo unspecified),82
O=C(Nc1nc(-c2ccccc2)cs1)c1cc(-c2ccc(Cl)cc2)nc2ccccc12,39
O=C(Nc1ccc([N+](=O)[O-])cc1)c1ccc(-n2c(=O)[nH]c3ccccc3c2=O)cc1,104
c1ccc(C2=NN3C(C2)c2ccccc2OC3c2ccccc2)cc1 (stereo unspecified),99
COc1cc2nc(SCc3n[nH]c(=S)n3C(=O)c3ccc(Br)cc3)n(-c3ccc(Cl)cc3)c(=O)c2cc1OC,99
COc1ccn2c(C(C)=O)cc(C(=O)c3ccc4c(c3)Sc3ccccc3N4)c2c1,-10.0*
CCCCC#Cc1c(I)n(C2OC(CO[Si](C)(C)C(C)(C)C)C3OC(C)(C)OC32)c(=O)[nH]c1=O (stereo unspecified),-29*
C/C(=N\Nc1ccc(S(N)(=O)=O)cc1)c1cc2cc(Br)ccc2oc1=O,120
O=C(Nc1cc(Cl)ccc1Cl)C(Cl)(Cl)Cl,97
O=S(=O)(NCCNc1nccc(-c2cn(-c3ccccc3)nc2-c2ccc(Cl)c(O)c2)n1)c1cccc(F)c1,107
O=C(c1cccc(F)c1)n1ccc2cc(NC(=S)Nc3ccc(N4CCOCC4)cc3)ccc21,90
CCCCC/C=C\C/C=C/CCCCCCCCNC(=O)Nc1ccc([N+](=O)[O-])cc1,4.7*
Cc1ccc(OCc2ccccc2Cl)cc1,100
Cn1cc(-c2cc(N)n3nc(-c4c[nH]c5ccc(Br)cc45)cc3n2)c2cc(Br)cnc21,-44*
COc1ccc(C2CC(c3cccc(Nc4ccnc5cc(Cl)ccc45)c3)=NN2C=O)cc1 (stereo unspecified),-38*
CC1(C)C(=O)/C(=C\c2cc(C(F)(F)F)cc(C(F)(F)F)c2)C[C@]2(C)[C@H]3CC[C@@H]4[C@@H](C(=O)/C=C\c5cc(C(F)(F)F)cc(C(F)(F)F)c5)CC[C@@]4(C)[C@]3(C)CC[C@@H]12,97

Quoted from the entries so far for reference:
smiles,HL-60(TB)
O=C(Nc1ccc([N+](=O)[O-])cc1)c1ccc(-n2c(=O)[nH]c3ccccc3c2=O)cc1,104
c1ccc(C2=NN3C(C2)c2ccccc2OC3c2ccccc2)cc1 (stereo unspecified),99
COc1cc2nc(SCc3n[nH]c(=S)n3C(=O)c3ccc(Br)cc3)n(-c3ccc(Cl)cc3)c(=O)c2cc1OC,99
COc1ccn2c(C(C)=O)cc(C(=O)c3ccc4c(c3)Sc3ccccc3N4)c2c1,-10.0*
CCCCC#Cc1c(I)n(C2OC(CO[Si](C)(C)C(C)(C)C)C3OC(C)(C)OC32)c(=O)[nH]c1=O (stereo unspecified),-29*
C/C(=N\Nc1ccc(S(N)(=O)=O)cc1)c1cc2cc(Br)ccc2oc1=O,120
O=C(Nc1cc(Cl)ccc1Cl)C(Cl)(Cl)Cl,97
O=S(=O)(NCCNc1nccc(-c2cn(-c3ccccc3)nc2-c2ccc(Cl)c(O)c2)n1)c1cccc(F)c1,107
O=C(c1cccc(F)c1)n1ccc2cc(NC(=S)Nc3ccc(N4CCOCC4)cc3)ccc21,90
CCCCC/C=C\C/C=C/CCCCCCCCNC(=O)Nc1ccc([N+](=O)[O-])cc1,4.7*
Cc1ccc(OCc2ccccc2Cl)cc1,100
Cn1cc(-c2cc(N)n3nc(-c4c[nH]c5ccc(Br)cc45)cc3n2)c2cc(Br)cnc21,-44*
COc1ccc(C2CC(c3cccc(Nc4ccnc5cc(Cl)ccc45)c3)=NN2C=O)cc1 (stereo unspecified),-38*
CC1(C)C(=O)/C(=C\c2cc(C(F)(F)F)cc(C(F)(F)F)c2)C[C@]2(C)[C@H]3CC[C@@H]4[C@@H](C(=O)/C=C\c5cc(C(F)(F)F)cc(C(F)(F)F)c5)CC[C@@]4(C)[C@]3(C)CC[C@@H]12,97

Later entries
smiles,HL-60(TB)
COc1cc(C2=NN(c3ccc(S(N)(=O)=O)cc3)C(c3cc(OC)c(OC)c(OC)c3)C2)cc(OC)c1OC (stereo unspecified),84
Clc1nc(N2CCC3(CC2)OCCO3)ncc1Br,85
S=c1[nH]c2cc3ccccc3cc2[nH]1,113
CCCCCC[C@H]([C@H](C)O)n1cnc2c(N)ncnc21,85
Cc1ccc(Nc2nc3c(s2)C2=CC[C@H]4[C@@H]5CC[C@H]([C@H](C)CCCC(C)C)[C@@]5(C)CC[C@@H]4[C@@]2(C)CC3)c(C)c1,99
CCCCC/C=N/Nc1nc(C)cc(=O)[nH]1,108
CCOC(=O)C1C(=O)N(c2ccccc2CC)C(=O)C(C#N)=C1c1ccc2c(c1)OCO2 (stereo unspecified),62
O=C(c1ccc(O)cc1)c1ccccc1O,100
CNc1cc([N+](=O)[O-])ccc1OCc1ccccc1,84
Fc1ccc(C(=S)Nc2ccccc2Cl)cc1,101
CC(C)CN(CC(C)C)C(=O)c1ccc([N+](=O)[O-])cc1,92
O=C(NCc1ccc(F)cc1)C1=NOC(Cc2noc(-c3ccc(F)cc3)n2)C1 (stereo unspecified),91
O=C(CC1(O)C(=O)Nc2ccc(Cl)cc21)c1ccc(C(=O)NCC2CCC3(CC2)OOC2(CCCCC2)OO3)cc1 (stereo unspecified),-62*
CCOc1cc(S(=O)(=O)O)ccc1N,83
O=C(O)CO.[NH2-].[NH2-].[Pt+2],95
O=C(N/N=C/c1c(Cl)cccc1Cl)c1ccccc1Nc1ccnc(C(F)(F)F)c1,96
COc1ccc(C(=O)Nc2cccc(-c3cc(=O)c4c(OC)c(OC)c(OC)cc4o3)c2)cc1,45
Nc1nc(-c2ccccc2)c(N=Nc2ccc(Cl)cc2[N+](=O)[O-])s1,84
O=C(O)c1cccc2cnccc12,90
O=c1c2c3c(sc2n2c(SCc4ccccc4)nnc2n1Cc1ccccc1)CCCC3,89
NC(N)=Nc1cc2ccccc2c2ccccc12,46
Clc1ccc(N2COOC3(OOC2)C2CC4CC(C2)CC3C4)cc1,-58*
O=C1CCCC1=P(c1ccccc1)(c1ccccc1)c1ccccc1,131
CSc1nc2c(=S)[nH]c(=S)[nH]c2s1,81
C=CC(=O)Nc1cc2c(Nc3ccc(F)c(Cl)c3)ncnc2cc1C#CC(C)(C)N1CCN(C)CC1,-48*
O=C1/C(=C/c2ccc(F)cc2)CN(Cc2cn(CCNc3ccnc4cc(Cl)ccc34)nn2)C/C1=C\c1ccc(F)cc1,-28*
O=C(OCc1ccc2c(Br)cc(Br)c(O)c2n1)N1CCN(C(=O)c2cc3cc(F)ccc3[nH]2)CC1,105
Cc1ccc(-c2ccccc2C(=O)O)cc1,97
COC(=O)c1ccc2cc(OC)c(OC)cc2c1,95
O=C1/C=C/[C@@H](O)[C@@H]2C[C@@H](O)C[C@H]2/C=C/CCC[C@H](CO)O1,-25*
Nc1ccc(Sc2ccccc2)cc1,62
N/N=C1\NNC2(O1)C(=O)Nc1ccccc12 (stereo unspecified),93
O=C(O)c1cc(-n2c(O)c(C=C3N=c4ccccc4=N3)sc2=S)ccc1O,99
C#CCn1cccc1/C=C1\SC(=S)NC1=S,99
CCOC(=O)CCCNC(=O)c1sc2c(c1C)c(=O)nc1c(C#N)n[nH]n12,119
CCOC(=O)Nc1cccnc1,127
O=C(O)c1ccc(NCc2cn(-c3ccc(C(F)(F)F)cc3)nc2-c2ccc(C(=O)O)cc2)cc1,104
O=C(Nc1ccccn1)c1c(Cl)nc2n1CCS2(=O)=O,101
OCc1nc2ccccc2s1,99
Nc1ccc(N=Nc2ccccc2)c(N)c1,81&87
CN1CCN(c2ccc(NC(=O)c3cncnc3Nc3ccc4c(ccn4Cc4cccc(F)c4)c3)cc2)CC1,-54*
N#CCC(=O)N1CCCC1,90
O=C(Cn1nc(-c2ccccc2)ccc1=O)NN1C(=O)c2ccccc2C1=O,101
CCOC(=O)c1cc(C(=O)OCC)[nH]n1,90
CS(=O)(=O)Nc1ccc(CNC(=O)c2sccc2Nc2ccnc(C(F)(F)F)c2)cc1,96
COc1ccc(-c2nnc(CNc3ccccc3C)o2)cc1,101
COc1ccc(-c2csc(NC(=O)CSc3nc(-c4ccc(C)cc4)c(C#N)c(=O)[nH]3)n2)cc1,102
N#Cc1ccc([N+](=O)[O-])cc1NC(N)=S,88
Nc1ccc(N=Nc2ccccc2)cc1[N+](=O)[O-],97
CN1C(=O)CNC(=O)[C@H](NC(=O)c2nc3ccccc3cc2O)CSSC[C@H]1C(=O)NCCCc1nc2ccccc2cc1O,-44*
CC1=C(c2cc(-c3ccc(Cl)cc3)nc(=O)[nH]2)C(c2ccccc2)NC(=S)N1 (stereo unspecified),94
NS(=O)(=O)c1ccc(N=NNc2ccc(S(N)(=O)=O)cc2)cc1,108
CCCCCCCCCCCCNC(=S)N/N=C/c1ccc(O)c(OCC)c1,78
C=C(C)[C@@H]1CC=C2c3sc(-c4ccc(OC)cc4)nc3C[C@@H](C)[C@]2(C)C1,98
CC(=O)C1SCC[S+]1C (stereo unspecified),108
CC(=O)c1cc(N2CCCC2)ccc1NC(=O)c1cccc(OC(F)(F)F)c1,39
COC(=O)[C@H](C)NC(=O)c1ccc(NC(=O)c2[nH]c(C)c(Cl)c2Cl)c(OCCN)c1,95
CC(C)n1ncc2c(N)ncnc21,109
ClC1CC/C=C\CC/C=C/CCC1Cl (stereo unspecified),91
